From PubChem
RSV CPE inhibition – inhibition of RSV-induced cytopathic effect – HEp-2 cells, primary 10 µM value included (AID 2391); HEp-2 cells, RSV-induced CPE inhibition; higher % means a stronger effect; one-dose CPE inhibition, % at 10 µM; IC50 in µM for titrated hits; 0.13% of 310,000 active; in the data active = a potency from the dose series; inconclusive = CPE inhibition mostly from about 23% at the one dose, without a potency; inactive = the rest, 99 in 100 with CPE inhibition below about 21%; note: strong numbers were not always called active
WT yeast gro inh – growth inhibition of WT yeast, mitochondrial fusion screen | mitochondrial fusion phenotypic screen, WT strain | inhibition, % at 10 µM | 2.1% of 190,000 active; in the data active = inhibition above about 58%; tested in S. cerevisiae
GPR35 arrestin U2OS – inhibition of zaprinast-stimulated GPR35 beta-arrestin translocation – imaging, U2OS, beta-arrestin-GFP, zaprinast agonist, primary screen (AID 2058) | 0.052% of 290,000 active | U2OS GPR35 beta-arrestin-GFP translocation imaging, zaprinast antagonism; higher % means a stronger effect | inhibition, % at 10 µM; hits with a dose series show IC50 in µM;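 active = inhibition of at least 50% with at least 30 cells and total cytoplasm GFP at most 10,000,000; inconclusive = under 30 cells or total GFP of 10,000,000 plus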
AID2073 – disruptors of CaV2.2 binding to Mint1 – biochemical, HTRF (AID 2073); HTRF protein-protein interaction, Mint1-CaV2.2; higher % means a stronger effect; inhibition, % at 20 µM, or IC50 in µM where a hit was titrated; 0.19% of 290,000 active; in the data active = inhibition mostly above about 51%, no sharp cut-off; inconclusive = no clear call, values can overlap the other calls; inactive = mostly below about 53%; note: some results filed as inactive read as strong as hits
K1F lysis inhibition – inhibition of K1F phage lysis, E. coli UTI89, bacterial capsule biogenesis inhibitors, alamar blue (AID 488966); E. coli UTI89 K1F phage lysis, alamar blue, 2 h; higher % means a stronger effect; inhibition, % at 100 µM; hits with a dose series show IC50 in µM; 0.02% of 340,000 active;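 active = phage lysis inhibition, versus mean bacterial control, above a set limit; inconclusive = no clear call, values can overlap the other calls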;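 note: capsule biogenesis inhibitors block K1F phage lysis so surviving cells raise fluorescence; higher fluorescence means more inhibition of phage lysis; actives were called in the ten point dose series up to 300 µM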
Dengue-2 NS5 capping – flavivirus cap methylation enzyme inhibition – biochemical, confirmation dose response, primary screen (AID 588689); Dengue-2 NS5 methyltransferase capping enzyme assay, biochemical; higher % means a stronger effect; inhibition, % at 25 µM, or IC50 in µM where a hit was titrated; 0.3% of 340,000 active; in the data active = a potency from the dose series; inconclusive = inhibition above about 29% without an active follow-up result
NTR1 ag – agonists of NTR1, primary screen, imaging, U2OS cells, beta-arrestin-GFP, high content (AID 493036). P30989. NTR1-U2OS beta-arrestin-GFP spot imaging, agonist mode. activation, % at 20 µM. 0.17% of 330,000 active;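 active = activation at or above 40% of the spot to cytoplasm intensity ratio, with at least 20 cells analyzed; inconclusive = wells under 20 cells, flagged as cytotoxic or low count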;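 note: 0% = DMSO without peptide and 100% = 100 nM NTR1 peptide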
Target sequence (P30989 whole entry, looked up): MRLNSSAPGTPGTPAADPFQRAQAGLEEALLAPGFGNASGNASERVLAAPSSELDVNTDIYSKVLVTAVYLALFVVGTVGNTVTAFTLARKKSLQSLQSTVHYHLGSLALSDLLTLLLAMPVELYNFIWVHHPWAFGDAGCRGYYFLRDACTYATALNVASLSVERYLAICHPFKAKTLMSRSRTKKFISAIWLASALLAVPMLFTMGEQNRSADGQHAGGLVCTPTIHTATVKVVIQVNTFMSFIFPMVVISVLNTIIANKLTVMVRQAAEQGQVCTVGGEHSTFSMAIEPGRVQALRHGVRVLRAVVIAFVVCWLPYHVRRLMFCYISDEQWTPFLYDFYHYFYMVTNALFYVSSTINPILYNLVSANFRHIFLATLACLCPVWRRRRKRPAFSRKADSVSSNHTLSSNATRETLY
LYP phosphatase – PTPN22 lymphoid phosphatase activity blockers – biochemical, fluorescence intensity, uHTS (AID 1779); recombinant LYP phosphatase, fluorescence intensity; higher % means a stronger effect; 0.054% of 290,000 active; one-dose inhibition, % at 11.5 µM; IC50 in µM for titrated hits; in the data active = inhibition above about 50%;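 note: plate controls were vehicle with enzyme for no effect and no enzyme for full effect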
Autophagy HCS – modulators of autophagy; MEF GFP-LC3 puncta imaging; test concentration mostly 10 µM; calls only at 10 µM (by protocol); 0.98% of 190,000 active; AID 463193;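 active = percentage of spot-positive cells more than 3 SD above its plate mean, without a fluorescence outlier flag or 80% toxicity; inconclusive = no clear call, values can overlap the other calls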;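 note: spot-positive cell cutoff set from DMSO-treated cells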
WT yeast gro inh mutant strain – recorded beside WT yeast gro inh, whose call it bears; inhibition, %; mitochondrial fusion phenotypic screen, mutant strain inhibition
Autophagy HCS cell loss 18 h – recorded beside Autophagy HCS, whose call it bears; toxicity, %; measured here: cell loss, nuclei count;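 cell loss after 18 h compound exposure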
NTR1 ag cell count 20 µM – also measured in NTR1 ag; calls as there; cell count; measured here: cell count, cytotoxicity flag
An asterisk follows results filed as active; i = inactive; ? = inconclusive; nt = not tested or not shown; + = active, no number; [ ] = dose if it differs, or a comment.

SMILES	RSV CPE inhibition	WT yeast gro inh	WT yeast gro inh mutant strain	GPR35 arrestin U2OS	AID2073	K1F lysis inhibition	Dengue-2 NS5 capping	NTR1 ag	NTR1 ag cell count 20 µM	LYP phosphatase	Autophagy HCS	Autophagy HCS cell loss 18 h
CCOc1ccc(C(=O)N2CCC3(CC2)NCCc2[nH]cnc23)cc1	-0.9%	nt	nt	17.1%	10.7%	0.1%	5.9%	0.7	59	-6.8%	nt	nt
COc1cccc(N(C(=O)c2ccco2)c2nc(-c3sc(NC(=O)c4ccco4)nc3C)cs2)c1	3.3%	6.3	-1.2	2.0%	6.8%	1.1%	-8.9%	7.5	97	-4.7%	i	22.9
Cc1ccc(C)c(OCCOCCN2CC(C)OC(C)C2)c1C (stereo not given)	-0.8%	10.0	25.0	-2.6%	4.3%	0.1%	-4.0%	-1.2	70	-3.6%	i	6.8
O=C(CSc1nc(-c2cccs2)cc(C(F)(F)F)n1)NCc1ccco1	3.3%	2.5	5.0	-3.9%	0.1%	-0.1%	-8.3%	2.1	47	-3.7%	i	-2.4
O=[N+]([O-])c1ccccc1S(=O)(=O)n1nnc2ccccc21	2.3%	8.4	7.5	-12.0%	-3.2%	1.7%	-4.3%	0.4	56	-8.8%	i	1.3
CC1=C([N+](=O)[O-])C(c2ccccc2)NC(=O)N1 (stereo not given)	1.8%	nt	nt	1.8%	1.0%	-2.2%	-8.9%	0.5	59	-5.7%	nt	nt
COc1ccc(Nc2nnc(C)c(=O)[nH]2)cc1	4.0%	4.7	8.8	8.4%	-0.8%	0.1%	-1.6%	2.5	83	-10.1%	i	0.1
COc1ccc(CN(Cc2cc3ccc(C)cc3[nH]c2=O)Cc2nnnn2C2CCCC2)cc1	2.3%	19.9	2.0	-1.9%	13.6%	7.6%	-4.8%	4.1	45	2.2%	nt	nt
c1ccc(N(c2ccccc2)c2nc(-n3ccnc3)nc(-n3ccnc3)n2)cc1	3.4%	98.1*	96.4*	0.3%	0.9%	1.5%	-11.1%	29.3	79	4.6%	i	-46.3
COc1ccc(Br)cc1/C=N/NC(=O)c1cccc(S(=O)(=O)N2CCOCC2)c1	0.5%	1.7	-16.2	13.2%	-5.4%	0.3%	-8.4%	2.7	58	-3.7%	i	2.5
COc1ccc(-n2c(SCC(=O)NCc3ccco3)nc3sc4c(c3c2=O)CCN(C)C4)cc1	2.0%	nt	nt	10.3%	25.3%	3.9%	-19.9%	-0.1	73	-5.2%	nt	nt
O=C(O)c1ccccc1OCCOCCOc1ccccc1C(=O)O	1.0%	7.2	17.5	-9.4%	-2.0%	5.4%	-9.7%	0.4	80	-0.9%	i	-13.7
COC(=O)C1=C(C)N(C)C(=S)NC1c1c(OC)ccc2ccccc12 (stereo not given)	0.9%	23.9	24.7	2.8%	-10.7%	-0.1%	0.0%	-0.5	84	-4.9%	+	-6.0*
COc1cc(C2NC(=O)CCC2[N+](=O)[O-])c(OC)cc1Br (stereo not given)	1.3%	nt	nt	-5.0%	7.1%	-1.3%[50 µM]	-3.9%	-0.2	45	2.1%	nt	nt
CC1CCN(C(=S)SCc2nc(N)nc(Nc3ccccc3)n2)CC1	43.0%	nt	nt	11.7%	-22.9%	0.3%	-1.6%	4.5	49	-3.0%	nt	nt
CCC1CN(C(=O)NCc2ccc(C)cc2)c2cc(C)ccc2O1 (stereo not given)	1.4%	nt	nt	9.1%	42.1%	-1.3%[50 µM]	-3.9%	2.6	66	1.6%	nt	nt
N#Cc1ccccc1OCC(=O)N(C1CCCCC1)C1CCS(=O)(=O)C1 (stereo not given)	2.4%	nt	nt	nt	nt	1.5%[50 µM]	3.6%	0.6	69	nt	nt	nt
O=C(Cn1c(=O)n(-c2cccc(C(F)(F)F)c2)c(=O)c2sccc21)NCC1CCCO1 (stereo not given)	2.0%	nt	nt	-1.1%	-0.7%	-0.1%	-0.8%	-1.5	50	-9.3%	nt	nt
COc1ccc2c(Cl)c(-c3nnc(SCC(N)=O)n3C)sc2c1	4.7%	12.7	3.6	-8.3%	-9.5%	0.3%	-2.8%	-0.7	62	6.8%	i	5.3
Cn1c2ccccc2c2cc(/C=N/NC(=O)c3ccc(N)cc3)ccc21	?	nt	nt	11.0%	21.4%	0.2%[50 µM]	-0.7%	3.2	82	-4.7%	nt	nt
Cc1ccc(-n2nnnc2SCC(=O)Nc2sccc2C#N)cc1	4.0%	-1.6	-4.5	9.1%	0.0%	1.3%[50 µM]	-5.8%	3.5	74	4.5%	i	3.1
N#CCCN(Cc1cccs1)C(=O)Nc1ccccc1	1.1%	nt	nt	9.8%	-2.9%	1.0%	3.1%	1.4	46	-3.8%	nt	nt
O=C(/C(N=Nc1cccc([N+](=O)[O-])c1)=C(/O)c1ccc(Br)cc1)C(F)(F)F	0.0%	nt	nt	6.3%	4.0%	nt	nt	1.8	59	4.0%	nt	nt
COc1ccc(/C=C/c2onc(C)c2S(=O)(=O)N2CCC(C(=O)N3CCCCCC3)CC2)cc1	9.3%	nt	nt	2.4%	16.5%	5.5%	0.0%	-0.4	58	1.2%	nt	nt
Cc1ccc(-n2ncc3c(=O)[nH]c(SC(C)C)nc32)cc1	0.1%	-6.9	-3.0	-16.2%	4.8%	-1.1%	-0.7%	1.1	100	-4.9%	nt	nt
O=C(NCCc1ccccc1)[C@@H]1CC=C[C@@H]2CCN(Cc3ccc(Cl)c(Cl)c3)C(=O)[C@@H]21	-3.5%	nt	nt	nt	nt	3.1%	-13.9%	3.2	89	nt	nt	nt
COc1ccc(N(CC(O)Cn2c(C)nc3ccccc32)S(=O)(=O)c2ccccc2)cc1 (stereo not given)	1.9%	-16.4	-18.7	5.1%	-0.6%	-0.2%	5.1%	0.2	52	-4.6%	i	-4.6
O=c1[nH][nH]c(-c2ccccc2)c1C=Nc1ccc(OC(F)(F)F)cc1	1.2%	-16.2	8.6	8.8%	3.6%	0.0%	4.4%	2.4	69	-2.1%	i	2.1
CCOc1ccc(N(CC(=O)NC2CCCCCC2)S(=O)(=O)c2c(C)[nH]c(=O)[nH]c2=O)cc1	1.6%	-1.4	6.6	7.2%	-5.6%	-1.1%	-3.5%	1.5	47	-0.9%	nt	nt
O=C(Nc1ccc2c(c1)CCCN2C(=O)c1cccs1)c1c(F)cccc1F	?	nt	nt	-6.9%	-8.5%	0.7%	-3.7%	-0.3	42	-7.8%	nt	nt
Cc1cc(C)n(CC(=O)NC2CCCCC2C)c(=O)c1C#N (stereo not given)	-0.3%	nt	nt	nt	nt	-1.1%	-0.7%	0.9	60	nt	nt	nt
CCOc1ccc(NC(=O)CSc2nc(C)c3c(c2C#N)CCCC3)cc1	2.3%	-12.6	2.4	9.2%	2.3%	0.3%	-9.6%	-1.6	77	3.3%	i	6.8
COc1ccc(/C=c2\sc3nc(-c4ccccc4)c(-c4ccccc4)n3c2=O)cc1OC	1.4%	4.6	13.4	11.7%	22.2%	-0.1%	3.4%	0.8	54	-2.5%	i	-5.9
CCS(=O)(=O)NCC(c1cccnc1)N1CCN(c2ccccc2)CC1 (stereo not given)	1.0%	-14.0	-20.6	-12.8%	4.0%	-2.5%	-8.3%	1.5	53	-10.8%	i	-9.8
Cc1cccc(OCCn2c(NC(=O)c3ccco3)nc3ccccc32)c1	10.9%	72.6*	29.6*	14.6%	2.3%	0.1%	0.0%	1.0	65	1.3%	+	21.6*
COc1cccc(N(CC(=O)N2CCOCC2)S(C)(=O)=O)c1	-0.1%	nt	nt	4.4%	-12.7%	1.9%	9.3%	0.4	54	-3.5%	nt	nt
CCCNC(=O)c1cc(-c2ccc3c(c2)OCO3)on1	4.7%	nt	nt	8.1%	7.0%	-0.3%	0.7%	-0.4	82	-0.5%	nt	nt
OC(COC(c1ccccc1)c1ccccc1)CN1CCN(c2ccccn2)CC1 (stereo not given)	2.8%	2.2	-30.6	-3.4%	-8.7%	0.1%	4.5%	-0.6	89	-1.4%	i	2.7
O=C(NCc1cccs1)c1noc2c1CCCCC2	1.0%	0.2	-1.2	2.8%	-0.9%	1.9%	-3.4%	0.2	57	-5.9%	i	0.8
CCC(=O)Nc1ccc(C(=O)NNC(=O)c2ccc(C)cc2)cc1	1.2%	nt	nt	9.3%	8.8%	-0.8%	-3.9%	-0.7	61	-4.2%	nt	nt
Nc1ccc2oc(-c3cccc4ccccc34)nc2c1	19.6%	9.4	20.0	1.8%	40.9%	-0.3%	-3.4%	7.3	55	-5.6%	i	32.0
COc1ccccc1N1CCN(C(c2cccs2)C(C)NC(=O)c2cccnc2)CC1 (stereo not given)	1.2%	-25.8	-11.2	-2.0%	3.2%	7.5%	-4.1%	-0.5	60	-1.3%	i	-1.5
COc1ccc(CN(C)C(=O)c2sccc2-c2ccccc2)c(OC)c1	10.8%	nt	nt	10.4%	13.8%	-0.1%	-1.3%	2.7	71	-1.1%	nt	nt
Cc1cc(C)c(OCC(=O)Nc2cccc(O)c2)cc1C	2.7%	8.0	14.3	5.5%	5.1%	0.7%	6.1%	0.1	37	-1.0%	i	-6.9
CCOc1cc(-c2c(C)c(C)nc(N)c2C#N)ccc1O	9.6%	-20.2	-14.3	-3.4%	7.6%	0.4%	nt	2.5	41	-6.5%	i	5.8
CN(CCOc1ccc(Br)cc1)CC(=O)Nc1cccc(S(=O)(=O)NC2=NCCC2)c1	12.7%	-4.8	-2.0	-13.7%	-6.4%	0.0%	4.0%	1.6	40	-4.4%	i	-10.7
O=C(c1ccccc1)N1CCC(O)(c2ccc3c(c2)OCO3)CC1	1.1%	-12.7	-17.3	-0.1%	7.6%	0.8%	-2.7%	3.2	35	-6.2%	i	0.6
CCOc1ccc(Cn2cc(F)c(=O)[nH]c2=O)cc1	3.5%	nt	nt	-2.5%	-11.8%	-0.8%	-3.9%	-0.1	59	-8.3%	nt	nt
C=CCN(CC=C)C(=S)NC(=O)c1ccc(-c2ccccc2)cc1	0.1%	66.0*	60.2*	-10.7%	-4.8%	0.5%	-4.8%	2.8	43	-3.0%	i	31.6
CCn1c(CNc2ccc(F)cc2)nnc1SCC(=O)OC1CCCCC1	0.3%	4.4	-17.9	-9.1%	-8.7%	-0.1%	-4.2%	0.9	66	-1.2%	i	4.6
O=C(CSc1nccc(=O)[nH]1)N1N=C2/C(=C/c3ccco3)CCCC2C1c1ccco1 (stereo not given)	-0.9%	-16.4	13.5	-0.3%	-2.3%	0.2%	-1.5%	0.3	54	-4.6%	i	-7.1
